Apoferritin bind = binds horse apoferritin like a general anesthetic; actives 0.074% (n = 350,000); apoferritin/1-aminoanthracene competitive binding, fluorescence; Potency, µM (series often up to 77.5 µM), without a hit: at the highest dose activity change, negative = displacement, most hits filed as inhibitors; AID 485281; further: potency means the concentration at half of the fitted maximal effect; on the % scale 0 is the no-effect control and ±100 the full control effect; nearly all actives have a fitted effect of over 20% in size
Target sequence (P02791 2-175 limits assumed): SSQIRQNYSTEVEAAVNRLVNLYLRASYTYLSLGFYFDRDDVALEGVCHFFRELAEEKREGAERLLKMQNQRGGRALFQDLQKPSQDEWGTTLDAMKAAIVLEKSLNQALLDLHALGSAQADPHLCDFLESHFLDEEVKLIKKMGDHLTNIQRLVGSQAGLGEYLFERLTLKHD
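In PBS, apoferritin at 10 uM is loaded with 1-AMA from a 50% saturated solution. After 10 min of compound exposure at ambient temperature, reduced 535 nm fluorescence indicates probe displacement.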
ALOX12 inh = blocks human arachidonate 12S-lipoxygenase | P18054 | purified 12hLO, xylenol orange hydroperoxide absorbance | Potency, µM (top dose mostly 108 µM), for the others: top-dose activity change, negative = inhibition, hits mostly inhibitors | actives 1.1% (n = 580,000) | AID 1671190; further: potency means the concentration at half of the fitted maximal effect; on the % scale 0 is the no-effect control and ±100 the full control effect
Target sequence (P18054 whole entry, looked up): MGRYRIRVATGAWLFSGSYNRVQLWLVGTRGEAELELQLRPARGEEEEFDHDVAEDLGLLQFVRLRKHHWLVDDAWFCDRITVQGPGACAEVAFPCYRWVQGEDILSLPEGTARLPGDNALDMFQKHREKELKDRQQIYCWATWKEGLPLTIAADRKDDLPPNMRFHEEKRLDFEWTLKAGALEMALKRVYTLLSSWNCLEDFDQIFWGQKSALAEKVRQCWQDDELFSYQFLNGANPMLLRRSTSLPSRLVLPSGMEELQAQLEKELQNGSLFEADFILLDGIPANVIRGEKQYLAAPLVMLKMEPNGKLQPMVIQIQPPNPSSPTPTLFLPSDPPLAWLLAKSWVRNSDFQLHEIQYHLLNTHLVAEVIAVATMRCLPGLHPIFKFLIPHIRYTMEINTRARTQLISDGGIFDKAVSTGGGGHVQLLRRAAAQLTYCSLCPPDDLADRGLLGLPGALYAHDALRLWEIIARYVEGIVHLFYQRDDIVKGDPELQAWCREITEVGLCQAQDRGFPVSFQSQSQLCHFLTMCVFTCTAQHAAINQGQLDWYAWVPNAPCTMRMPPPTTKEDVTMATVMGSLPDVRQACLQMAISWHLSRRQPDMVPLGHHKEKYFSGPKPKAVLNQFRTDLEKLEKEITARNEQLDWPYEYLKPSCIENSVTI
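Purified human 12hLO (150 nM final) in 25 mM Hepes, 0.01% Triton X-100, pH 7.0 was preincubated 15 min at room temperature with compound. Then 40 uM arachidonic acid was added, 30 min. Hydroperoxide was read by Fe-XO absorbance ratio 573/405 nm.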
Pol beta inh = blocks human DNA polymerase beta activity; actives 1.3% (n = 340,000); AID 485314; Potency, µM (doses to about 114 µM), without a hit: at the top dose activity change, negative = inhibition, actives largely listed as inhibitors; P06746; Pol beta primer extension/strand displacement, fluorescence kinetic; further: potency means the concentration at half of the fitted maximal effect; on the % scale 0 is the no-effect control and ±100 the full control effect
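Pol beta (10 nM) and compounds were preincubated 15 min at room temperature, then 50 nM substrate (final) started primer extension/strand displacement. Reads were taken at 0 and 10 min; concentration-response data were fitted to a four-parameter Hill equation.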
RGS4 inhibitor = inhibitors of human regulator of G protein signaling 4; P49798; Transcreener GDP fluorescence polarization, RGS4-accelerated GTP hydrolysis; Potency, µM (series often up to 114 µM), without a hit: at the highest dose activity change, negative = inhibition, most hits filed as inhibitors; actives 0.039% (n = 390,000); AID 504845; further: potency means the concentration at half of the fitted maximal effect; on the % scale 0 is the no-effect control and ±100 the full control effect; nearly all actives have a fitted effect of over 75% in size; some results filed as inactive show a strong effect at the top dose
Target sequence (P49798 whole entry, looked up): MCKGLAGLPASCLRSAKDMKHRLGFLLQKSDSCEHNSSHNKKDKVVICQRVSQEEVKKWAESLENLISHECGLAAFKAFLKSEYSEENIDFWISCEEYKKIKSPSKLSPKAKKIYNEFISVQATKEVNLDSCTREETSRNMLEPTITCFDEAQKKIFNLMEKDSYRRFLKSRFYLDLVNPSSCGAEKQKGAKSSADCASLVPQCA
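MLSMR compounds (23 nl, pin-transferred) preincubated 10 min at room temperature with a 500nM (2x) first reagent, then RGS4 at 900nM (2x) plus Transcreener GDP mix added; fluorescence polarization (620/688 nm) read before and after 90 min at 30 °C.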
ERG-DNA inh = blocks human ERG Ets domain binding to DNA; P11308; actives 0.028% (n = 370,000); Potency, µM (doses to about 76.9 µM), for inactives: at the highest dose FP activity, negative = inhibition, most hits filed as inhibitors; fluorescence polarization, His-ERG Ets domain / labelled DNA; active means well fitted inhibition curve with a large enough effect in the polarisation, with a control signal flat; inconclusive means small, poorly fitted or top-dose-only effect, or effect the other way, or a change in a side signal; inactive means no such curve, though single readings can be large or run the other way; the % refers to the polarisation;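 further: polarization taken with two DNA probes labelled with fluorescein and Texas red; potency means the concentration at half of the fitted maximal effect; % of control where 0% means no effect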
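His-tagged ERG Ets domain (1 uM in the protein solution; 300mM KCl, 50mM Tris-HCl, 1mM EDTA, 1mM DTT, pH 7.5) received compound, then a probe mix of 5 nM fluorescein-DNA and 100nM Texas-615-DNA. Fluorescence polarization was read for both dyes.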
Pol eta inh = DNA polymerase eta (human) inhibition. actives 1.2% (n = 390,000). Potency, µM (highest dose often 114 µM), for the others: at the top dose activity change, negative = inhibition, hits mostly inhibitors. recombinant Pol eta, fluorescent DNA replication assay. AID 588591. Q9Y253; further: potency means the concentration at half of the fitted maximal effect; on the % scale 0 is the no-effect control and ±100 the full control effect
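Pol eta (10 nM) was preincubated with compounds for 15 min at room temperature, after which fluorescent replication substrate (50 nM final) was added to start the reaction. Fluorescence was read kinetically at 0 and 10 min.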
LDHA inh = inhibitors of human lactate dehydrogenase A | P00338 | purified LDHA, NADH/diaphorase-resazurin fluorescence; active compounds read low | activity change, % (values are at about 110 or 230 µM) | actives 0.15% (n = 480,000); in the data active means activity change below about -30%; inconclusive means mostly about -25% to -30%;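 further: plate controls were DMSO wells for no effect and wells without enzyme for full effect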
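Remaining NADH was detected by diaphorase (0.133 mg/mL) converting 37 µM resazurin to fluorescent resorufin, read at 0 and 20 minutes. The preceding 5-minute room-temperature reaction used 2 nM LDHA, 0.2 mM sodium pyruvate and 0.06 mM NADH at pH 7.4.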
APE1 inh = inhibitors of human APE1 endonuclease. P27695. recombinant APE1, TAMRA/BHQ-2 abasic DNA cleavage fluorescence. Potency, µM (top dose mostly 65.8 µM), for the others: at the top dose activity change, negative = inhibition, hits mostly inhibitors. actives 0.35% (n = 350,000);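 further: potency means the concentration at half of the fitted maximal effect; plate controls were vehicle for no effect and reference inhibitor for full effect; nearly all actives have a fitted effect of over 55% in size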
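Quantitative HTS: incision of a TAMRA/BHQ-2 double-stranded substrate bearing a tetrahydrofuran abasic site by 0.75 nM APE1 raises fluorescence. Substrate 50 nM final, added after 15 min compound preincubation at room temperature; progress as third-minus-first kinetic read difference.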
Pol kappa inh = inhibitors of human DNA polymerase kappa | Q9UBT6 | purified Pol kappa, fluorescent DNA synthesis assay, 10 min | Potency, µM (doses to about 107 µM), inactives show at the highest dose activity, negative = inhibition, actives largely listed as inhibitors | actives 0.53% (n = 400,000) | AID 588579; further: potency means the concentration at half of the fitted maximal effect; on the % scale 0 is the no-effect control and ±100 the full control effect
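Kinetic fluorescence screen: compound preincubated 15 min RT with 10 nM enzyme; 50 nM substrate (final) initiates; reads at 0/10 min.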
Active calls of the source: *; & = joins results of further samples; [ ] = another dose, or the depositor's remark. Unless noted, the call rests on the fitted dose curve; in most records, active means well fitted curve in the direction sought with a large enough effect; inconclusive means small, poorly fitted or top-dose-only effect, or another doubt; inactive means no such curve, though single readings can be large; an effect the other way counts as inactive or inconclusive. Only part of the results is shown; the hit share may differ from the screen's.

Results for O=C(O)CCN1C(=O)/C(=C/c2cn(-c3ccccc3)nc2-c2cccs2)SC1=S ?
Apoferritin bind: -5%; ALOX12 inh: inconclusive; Pol beta inh: -16%; RGS4 inhibitor: inconclusive; ERG-DNA inh: 15%; Pol eta inh: 35µM*; LDHA inh: inconclusive; APE1 inh: -2%; Pol kappa inh: 89µM*

What do the screens show for `O=c1c(CN2CCN(c3ccccn3)CC2)coc2ccccc12`?
Apoferritin bind: -11%; ALOX12 inh: -19%; Pol beta inh: -25%; RGS4 inhibitor: 2%; ERG-DNA inh: -7%; Pol eta inh: -1%; LDHA inh: -21; APE1 inh: 3%; Pol kappa inh: -2%[60.1 µM]

What do the screens show for `COc1ccccc1/C=C/c1nc(C#N)c(NCc2ccccc2)o1`?
Apoferritin bind: 461%[activator]; ALOX12 inh: inconclusive; Pol beta inh: 5%; RGS4 inhibitor: 15%; ERG-DNA inh: 4%; LDHA inh: -1&-3; Pol kappa inh: 4%

How did COc1ccc(NC(=O)c2sc3nc(N4CCCC4)c4c(c3c2N)CC(C)(C)OC4)c(OC)c1 do in these assays?
Apoferritin bind: 7%; ALOX12 inh: 9%; Pol beta inh: -1%; RGS4 inhibitor: -10%; ERG-DNA inh: 3%; Pol eta inh: -7%; LDHA inh: -3; APE1 inh: 10%; Pol kappa inh: -8%

What do the screens show for `COc1ccc(C(=O)Nc2nnc(C)s2)cc1S(=O)(=O)N1CCOCC1`?
ALOX12 inh: 1%; RGS4 inhibitor: -8%; ERG-DNA inh: -1%; Pol eta inh: -3%; LDHA inh: -1; APE1 inh: 41%; Pol kappa inh: 13%

How did COc1cc(/C=C/C(=O)O)cc(S(=O)(=O)Nc2ccccc2C(=O)NCc2ccco2)c1OC do in these assays?
ALOX12 inh: -2%; RGS4 inhibitor: 7%; ERG-DNA inh: 10%; Pol eta inh: 22µM*; LDHA inh: 2; APE1 inh: 21%; Pol kappa inh: inconclusive

How did O=C(COC(=O)/C=C/c1ccc(Cl)cc1)NC1CC1 do in these assays?
ALOX12 inh: -11%; RGS4 inhibitor: 6%; ERG-DNA inh: -7%; Pol eta inh: -7%; LDHA inh: -2; APE1 inh: -9%; Pol kappa inh: 2%

What do the screens show for `CCN1C(=S)SC(=O)C1=C1C=C(C)N(CCO)C(C)=C1`?
Apoferritin bind: -20%; ALOX12 inh: inconclusive; Pol beta inh: 20%; RGS4 inhibitor: -18%; Pol eta inh: -5%; LDHA inh: 7; APE1 inh: 5%; Pol kappa inh: -6%

What do the screens show for `CCOC(=O)c1c(-c2cccs2)csc1NC(C)=O`?
Apoferritin bind: -6%; ALOX12 inh: inconclusive; Pol beta inh: inconclusive; RGS4 inhibitor: 18%; ERG-DNA inh: 2%; Pol eta inh: -2%; LDHA inh: -7; APE1 inh: -4%; Pol kappa inh: -1%

Results for CCOC(=O)c1csc(NC(=O)Nc2cccc(OC)c2)n1 ?
Apoferritin bind: 2%; ALOX12 inh: 8%; Pol beta inh: -11%; APE1 inh: 4%

How did O=[N+]([O-])c1ccc(CS(=O)c2ccccc2)cc1 (centres undefined) do in these assays?
ALOX12 inh: -2%; RGS4 inhibitor: -35%; ERG-DNA inh: -18%; Pol eta inh: -1%; LDHA inh: -2; Pol kappa inh: -1%

How did CCC(=O)Nc1c2c(nn1-c1ccccc1C)CSC2 do in these assays?
Apoferritin bind: -17%; ALOX12 inh: -1%; Pol beta inh: -21%; RGS4 inhibitor: -1%; Pol eta inh: 1%; LDHA inh: -4; APE1 inh: 6%; Pol kappa inh: -2%

Results for CCn1nc(C)c(/C=N/NC(=O)CSc2ccccn2)c1C ?
Apoferritin bind: 5%; ALOX12 inh: 24%; Pol beta inh: 2%; RGS4 inhibitor: -23%; ERG-DNA inh: -5%; Pol eta inh: -15%; LDHA inh: 0; APE1 inh: -8%; Pol kappa inh: 1%

Results for O=C(Cc1cccs1)Nc1ccc(F)cc1F ?
Apoferritin bind: -15%; ALOX12 inh: inconclusive; Pol beta inh: -9%; RGS4 inhibitor: -7%; ERG-DNA inh: 12%; Pol eta inh: 79µM*; LDHA inh: -6; APE1 inh: 14%; Pol kappa inh: -38%

What do the screens show for `CC(C)(C)n1nc2c(c1NC(=O)COc1ccc3ccccc3c1)CS(=O)(=O)C2`?
Apoferritin bind: -21%; ALOX12 inh: 11%; Pol beta inh: -9%; RGS4 inhibitor: 22%; ERG-DNA inh: 4%; Pol eta inh: -7%; LDHA inh: 19; APE1 inh: 3%; Pol kappa inh: -8%

How did Cc1cc(C(=O)COC(=O)c2cccc(O)c2)c(C)n1C1CC1 do in these assays?
ALOX12 inh: 0%; RGS4 inhibitor: -96%; ERG-DNA inh: -7%; Pol eta inh: -17%; LDHA inh: -4; APE1 inh: 41%; Pol kappa inh: -19%

What do the screens show for `CCN1CCN(S(=O)(=O)c2cccc([N+](=O)[O-])c2)CC1`?
Apoferritin bind: -3%; ALOX12 inh: 356%[activator]; Pol beta inh: 1%; RGS4 inhibitor: -2%; ERG-DNA inh: 1%; Pol eta inh: -22%; LDHA inh: 4; APE1 inh: 2%; Pol kappa inh: -3%

How did N[C@@]1(C(=O)O)CN[C@@H](C(=O)O)C1 do in these assays?
Apoferritin bind: -9%; ALOX12 inh: -23%; RGS4 inhibitor: 270%[activator][56.9 µM]; APE1 inh: 10%; Pol kappa inh: 2%[19.4 µM]

What do the screens show for `CCCn1nnc(NC(=O)/C=C/c2cc(Br)ccc2OC)n1`?
Apoferritin bind: -16%; ALOX12 inh: 12%; Pol beta inh: 16%; RGS4 inhibitor: 2%; ERG-DNA inh: -9%; Pol eta inh: -20%; LDHA inh: -13; APE1 inh: 1%; Pol kappa inh: -15%

How did CCOC(=O)C1CCCN(c2c(NCC3CCCN3CC)c(=O)c2=O)C1 (centres undefined) do in these assays?
Apoferritin bind: -7%; ALOX12 inh: -5%; Pol beta inh: 15%; RGS4 inhibitor: 10%; ERG-DNA inh: 1%; Pol eta inh: 2%; LDHA inh: -8; APE1 inh: 0%; Pol kappa inh: -16%

Results for COc1ccc(CC(=O)Nc2nnc(C(C)(C)C)s2)cc1OC ?
Apoferritin bind: inconclusive; ALOX12 inh: 0%; Pol beta inh: 0%; RGS4 inhibitor: -7%; ERG-DNA inh: -4%; Pol eta inh: -15%; LDHA inh: -2; APE1 inh: -5%; Pol kappa inh: -4%

How did CCOC(=O)C1=C(C)NC(=S)NC1c1ccc(-c2cccc(Cl)c2C)o1 (centres undefined) do in these assays?
Apoferritin bind: -20%; ALOX12 inh: inconclusive; Pol beta inh: 44%; RGS4 inhibitor: inconclusive; ERG-DNA inh: 0%; Pol eta inh: -14%; LDHA inh: -9; APE1 inh: 0%; Pol kappa inh: -9%

Results for Cc1ccc(-c2nc3ccccc3s2)cc1NC(=S)NC(=O)/C=C/c1ccco1 ?
Apoferritin bind: -24%; ALOX12 inh: inconclusive; Pol beta inh: inconclusive; RGS4 inhibitor: inconclusive; ERG-DNA inh: 10%; Pol eta inh: 20µM*; LDHA inh: -2; APE1 inh: -4%; Pol kappa inh: -7%

What do the screens show for `O=C(N1CCOCC1)N1CCC(n2nnc3ccccc32)CC1`?
Apoferritin bind: -5%; ALOX12 inh: -3%; Pol beta inh: 18%; RGS4 inhibitor: -11%; ERG-DNA inh: -4%; Pol eta inh: -2%; LDHA inh: 0; APE1 inh: -2%; Pol kappa inh: -9%

Results for Nc1nc(SCc2ccccc2)c2ncn(Cc3ccccc3)c2n1 ?
ALOX12 inh: 1%; RGS4 inhibitor: 11%; ERG-DNA inh: -4%; Pol eta inh: -28%; LDHA inh: -1; Pol kappa inh: -13%

How did CCCN(CCC)C(=O)C1CCC(CNS(=O)(=O)c2cccc3nsnc23)CC1 (centres undefined) do in these assays?
Apoferritin bind: -21%; ALOX12 inh: 4%; Pol beta inh: 25%; RGS4 inhibitor: -7%[56.9 µM]; ERG-DNA inh: 15%; Pol eta inh: -19%; LDHA inh: -1; APE1 inh: 42%; Pol kappa inh: 8%

How did Cc1nn(CC(=O)NC(C)c2ccccc2)c(=O)c2ccccc12 (centres undefined) do in these assays?
Apoferritin bind: inconclusive; ALOX12 inh: 4%&25%; Pol beta inh: 16%; RGS4 inhibitor: -8%; ERG-DNA inh: -3%; Pol eta inh: -11%; LDHA inh: -6&-21; APE1 inh: 8%; Pol kappa inh: -5%

What do the screens show for `Cc1ccc(NC(=O)c2ccc3c(c2)[nH]c(=O)n3C(C)C)cc1`?
Apoferritin bind: -3%; ALOX12 inh: 10%; Pol beta inh: -2%; RGS4 inhibitor: -40%; ERG-DNA inh: -7%; Pol eta inh: -3%; LDHA inh: 1; APE1 inh: 0%; Pol kappa inh: -9%

Results for O=C(COc1cccc(OC(F)F)c1)Nc1ccc(SC(F)F)cc1 ?
Apoferritin bind: -12%; ALOX12 inh: -16%; Pol beta inh: 3%; RGS4 inhibitor: 11%; ERG-DNA inh: -13%; Pol eta inh: -8%; LDHA inh: -1; APE1 inh: -8%; Pol kappa inh: -6%

Results for CCN1C(=O)C(NC(C)=O)c2cc(Br)ccc21 (centres undefined) ?
Apoferritin bind: -7%; ALOX12 inh: inconclusive; Pol beta inh: -14%; RGS4 inhibitor: 1%; ERG-DNA inh: -8%; Pol eta inh: -13%; LDHA inh: 0; APE1 inh: -1%; Pol kappa inh: -8%

Bioassay records from PubChem BioAssay.
